High-throughput results: PubChem BioAssay, several laboratories
hK5 inh – kallikrein 5 (human) inhibition; Q9Y337; inhibition, % at 5 µM; actives 0.59% (n = 210,000); recombinant hK5, fluorogenic AMC substrate cleavage;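 active = inhibition of 40% or more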;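 also: 0% = enzyme controls without compound and 100% = no-enzyme blanks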
14-3-3 Bad PPI – disrupts binding of bovine 14-3-3 zeta to phospho-Bad peptide; actives 0.71% (n = 220,000); TR-FRET 14-3-3zeta/Dy647-pBad peptide displacement, 1 h; inhibition, % at 21.7 µM; P63103;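 active = inhibition above about 70%, limit read from the data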;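 also: 0% = full 14-3-3 plus peptide FRET controls and 100% = background without 14-3-3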
Target sequence (P63103 whole entry, looked up): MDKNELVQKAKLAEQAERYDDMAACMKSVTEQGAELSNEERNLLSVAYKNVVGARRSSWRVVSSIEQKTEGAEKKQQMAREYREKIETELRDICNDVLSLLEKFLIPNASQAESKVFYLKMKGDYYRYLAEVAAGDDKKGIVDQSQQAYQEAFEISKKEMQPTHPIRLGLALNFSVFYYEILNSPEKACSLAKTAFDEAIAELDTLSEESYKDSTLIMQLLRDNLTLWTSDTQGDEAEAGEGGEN
FXIIa inh 1536 – factor XIIa (human) inhibition; actives 0.3% (n = 220,000); purified FXIIa, Boc-QGR-AMC fluorogenic substrate, 2 h; P00748; inhibition, % at 5 µM; in the data active = inhibition above about 40%;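 also: 0% = enzyme with no compound and 100% = blank without enzyme; many of its hits are not listed in these tables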
Target sequence (P00748 20-372 limits assumed): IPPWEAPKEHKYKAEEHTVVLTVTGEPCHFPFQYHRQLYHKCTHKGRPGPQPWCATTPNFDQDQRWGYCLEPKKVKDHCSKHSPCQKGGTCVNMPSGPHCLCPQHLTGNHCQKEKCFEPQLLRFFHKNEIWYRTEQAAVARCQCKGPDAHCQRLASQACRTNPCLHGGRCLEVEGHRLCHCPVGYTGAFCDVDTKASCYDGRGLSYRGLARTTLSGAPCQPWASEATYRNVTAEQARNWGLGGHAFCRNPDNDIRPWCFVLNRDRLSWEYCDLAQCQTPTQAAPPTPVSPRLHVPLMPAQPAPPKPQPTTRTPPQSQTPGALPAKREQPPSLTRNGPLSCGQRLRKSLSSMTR
Target sequence (P00748 373-615 limits assumed): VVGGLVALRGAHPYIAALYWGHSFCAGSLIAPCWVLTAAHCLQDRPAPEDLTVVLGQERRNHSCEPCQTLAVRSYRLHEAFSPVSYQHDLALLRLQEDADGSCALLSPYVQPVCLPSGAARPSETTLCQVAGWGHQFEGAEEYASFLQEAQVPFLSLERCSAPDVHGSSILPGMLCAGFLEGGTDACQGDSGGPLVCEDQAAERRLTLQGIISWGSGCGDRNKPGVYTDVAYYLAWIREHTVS
thrombin 1536 – inhibitors of human thrombin; P00734; alpha-thrombin, Boc-VPR-AMC fluorogenic substrate cleavage; inhibition, % at 5 µM; actives 0.26% (n = 220,000); AID 1046;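 active = inhibition at or above 40%; inactive = inhibition below 40%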;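 also: 0% = enzyme with no compound and 100% = wells without enzyme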
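Material: human alpha-thrombin enzyme / Medium: pH 7.5 Tris (50 mM) with NaCl 150 mM, Tween 20 0.05% / Compound: single-point dosing at 5 µM, 0.2% DMSO / Incubation: enzyme reaction carried out at room temperature / Detection: AMC fluorescence, 355/460 nm / Read-out basis: percent inhibition scaled between no-compound controls and no-enzyme blanks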
Runt-SMMHC FRET – inhibitors of human RUNX1 Runt domain binding to CBFb-SMMHC. Cerulean-Runt/Venus-CBFb-SMMHC FRET ratio 530/480, 1 h. actives 0.74% (n = 220,000). inhibition, % at 20 µM;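 active = mean inhibition across duplicate retests at 20 µM reaching about 50%, limit read from the data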;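 also: 0% = DMSO wells and 100% = wells with excess untagged CBFb-SMMHC; inhibitors lower the FRET ratio by blocking Runt binding to CBFb-SMMHC; some results filed as inactive read as strong as hits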
FXIa inh 1536 – factor XIa (human) inhibition; inhibition, % at 5 µM; actives 0.14% (n = 220,000); P03951; purified FXIa, Boc-Glu-Ala-Arg-AMC fluorogenic substrate;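 active = inhibition of at least 40%; inactive = inhibition below 40%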;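 also: fluorescence of freed AMC excited at 355 nm; 0% = enzyme without compound and 100% = no enzyme blank; many of its hits are not listed in these tables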
Runt-CBFb FRET – blocks binding of human RUNX1 Runt domain to CBFb | Cerulean-Runt/Venus-CBFb FRET ratio 530/480, 1 h | inhibition, % at 20 µM | actives 0.46% (n = 220,000);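 active = inhibition over about 50% at 20 µM in the single-dose screen, limit read from the data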;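 also: 0% = DMSO wells and 100% = excess unlabeled CBFb competitor control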
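Assay system: Cerulean-Runt domain fusion protein, energy donor; Signal: fluorescence energy transfer, 422 nm excitation, 530/480 nm emission; Timing: 1 h compound exposure, room temperature; Control set: unlabeled CBFb; Medium: Tris buffer pH 7.5 with salts and BSA; Compound: single test concentration of 20 µM, 1% DMSO final; Probe or stimulus: Venus-CBFb 100 nM.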
Wee1 degr inh – inhibitors of human Wee1 degradation; AID 1321; reporter increase, % at 5 µM; HeLa Luc-Wee1K328M stability, luciferase luminescence; 100% = proteasome inhibitor MG132 effect; actives 1.2% (n = 220,000); P30291;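 active = activation above the mean of all tested compounds plus 3 SD, set per screening run, cut at about 8.8% in these data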;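 also: cells exposed to compound for 20 h before luminescence read; 0% = DMSO alone and 100% = MG132 at 30 µM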
Hck-Nef inh – inhibitors of human Hck kinase activated by Nef | inhibition, % at 20 µM | P08631 | actives 0.68% (n = 220,000) | Recombinant Hck-YEEI plus Nef, Z-Lyte FRET kinase assay | AID 463187;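 active = Hck-Nef kinase inhibition above about 50%, limit read from the data; inactive = inhibition below that limit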;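 also: 0% = DMSO with Hck plus Nef and 100% = Hck alone without Nef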
* marks the source's active call; other numbers are inactive results; · = not tested or not shown; [ ] = another dose, or the depositor's remark.

Results follow in this order: thrombin 1536 | hK5 inh | Wee1 degr inh | FXIa inh 1536 | Hck-Nef inh | FXIIa inh 1536 | Runt-CBFb FRET | Runt-SMMHC FRET | 14-3-3 Bad PPI
CC1=C(C)CC(C(=O)NCCc2ccccc2)C(C(=O)O)C1 (centres undefined)
  -3 | 1 | 1 | -1 | -2 | 9 | -1 | -2 | 12[fluorescence artefact?]
CC(C)(C)c1ccc(-c2nc(O)c(CC(=O)O)s2)cc1
  -12 | -9 | 2 | -1 | -4 | 0 | 27 | -20 | -1
CCNC(=O)COc1cccc(C(=O)NCc2ccccc2)c1
  -2 | -20 | -1 | 5 | -3 | 16 | 1 | 7 | -15
Cc1ccc(C(C(=O)NC2CCCC2)N(C(=O)Cc2cccs2)c2ccc3c(c2)OCCO3)cc1 (centres undefined)
  -8 | -12 | -1 | 0 | 1 | 18 | 1 | -2 | -4
O=C(CN1C(=O)c2cccc3cccc(c23)C1=O)N1CCN(Cc2ccc3c(c2)OCO3)CC1
  -7 | -20 | 0 | -3 | 0 | 7 | -4 | -3 | 4
CCN(C(=O)CCS(=O)(=O)c1ccc(Br)cc1)c1ccc2c(c1)OCO2
  -5 | 14 | -1 | -2 | -7 | 4 | 0 | -2 | -4
COc1ccc(-n2c(SCCC(=O)O)nnc2-c2ccncc2)cc1
  -6 | 0 | 1 | -3 | -9 | 5 | 1 | -3 | 1
COc1cccc(C(=O)Nc2cnn(C(C)C)c2)c1
  -4 | -29 | 4 | -9 | -3 | -7 | -1 | 5 | -8
CSc1nn2c(C(F)(F)F)cc(C(F)(F)F)nc2c1C(=O)O
  -8 | 2 | 0 | 1 | 2 | 2 | 2 | -4 | 6
O=C(CSc1ccccc1)Nc1cc(Cl)ccc1Oc1ccccc1
  1 | -7 | 0 | 21 | 0 | 25 | -3 | -1 | 66
Cn1c(CCNC(=O)C2CCCCC2)nc2cc(NC(=O)c3cccs3)ccc21
  -3 | 1 | -4 | 1 | 22 | 6 | 0 | 2 | 14
Cc1ccc2nc(C(O)C(O)c3nc4ccc(C)cc4[nH]3)[nH]c2c1 (centres undefined)
  -1 | -166 | -1 | 0 | -19 | 5 | 2 | 0 | -8
O=[N+]([O-])c1c(-c2cn[nH]c2)n[nH]c1-c1cn[nH]c1
  1 | -3 | -2 | 0 | 46 | 9 | 0 | 1 | 14
Cc1ccc2c(c1)Oc1ccc(NC(=O)CCl)cc1C(=O)N2
  -9 | -12 | 2 | -2 | 15 | 3 | -1 | 0 | -3
COc1ccc(CCN2C(=O)CC(NNC(=O)c3ccccc3Br)C2=O)cc1 (centres undefined)
  -3 | 7 | -4 | -2 | -1 | -8 | 0 | 1 | 11
CCOC(=O)CN(C(=O)CSc1nnc(Cc2ccccc2)n1-c1ccc(C)cc1)c1ccccc1
  1 | -10 | 4 | 6 | 9 | 13 | -8 | -1 | 3
CCn1c2ccccc2c2nc3cc(S(=O)(=O)N4CCOCC4)ccc3nc21
  0 | -2 | 1 | -2 | -4 | -1 | -9 | -16 | 33
O=C(O)CC(NC(=O)C12CC3CC(CC(C3)C1)C2)c1cccc([N+](=O)[O-])c1 (centres undefined)
  -4 | -4 | -5 | -8 | 11 | 5 | -2 | -1 | 7
CC1Cc2ccccc2N1C(=O)Cn1c(=O)oc2cc(S(=O)(=O)NC3CCCC3)ccc21 (centres undefined)
  -7 | -16 | 0 | 16 | 1 | 23 | 1 | -5 | -5
CCOc1cc(S(=O)(=O)N2CCN(c3ccc(F)cc3)CC2)c(OCC)cc1-n1cnnn1
  3 | -7 | 4 | 10 | 1 | 21 | -4 | 1 | 0
O=C1c2ccccc2N2C(=O)c3ccccc3[C@H]2N1c1ccccc1
  -7 | -16 | -2 | -8 | 24 | 5 | 2 | -1 | 0[fluorescence artefact?]
O=C(Nc1cccc(-c2nc3ncccc3o2)c1)c1cc2ccccc2o1
  5 | 6 | -1 | 6 | -3 | -5 | -12 | -10 | -13
S=C1NC2(CCCCC2)Cc2ccccc21
  -2 | -11 | 6 | 2 | -7 | 4 | -1 | 3 | -9
COC(=O)/C=C(\Oc1ccccc1)C1(O)CCCCC1
  3 | 2 | -1 | 4 | 15 | 4 | 1 | -1 | -8
CC(C)CCN1CCN(Cc2cccn2-c2ccc(Cl)cn2)CC1CCO (centres undefined)
  0 | · | 1 | -3 | 6 | 5 | 0 | 1 | -9
O=C(O)C1=C[C@H](c2ccc(C(F)(F)F)cc2)C[C@H](OCc2ccc(CO)cc2)O1
  2 | 4 | 1 | 2 | 11 | 10 | 0 | 0 | 0
CN(CC(=O)NC1CCCCCCC1)S(=O)(=O)c1cccc2cccnc12
  -9 | -15 | -2 | 0 | 1 | 12 | 3 | 5 | -4[fluorescence artefact?]
CC(C)CC1=NN(C(=O)c2ccncc2)C(O)(C(F)(F)F)C1 (centres undefined)
  -4 | -7 | 0 | -3 | 3 | 7 | -1 | 1 | 3
CCn1c(SCC(=O)Nc2ccccc2)nc2c1c(=O)n(C)c(=O)n2C
  -1 | -7 | -1 | 8 | 9 | 17 | -2 | -2 | -1
CCc1cccc(OCC(=O)Nc2ccc(S(=O)(=O)Nc3onc(C)c3C)cc2)c1
  3 | -7 | 3 | 8 | 1 | 19 | -5 | 3 | 8
CCN(CC)CC(O)COc1ccccc1C(=O)CCc1ccccc1 (centres undefined)
  · | · | -2 | · | 0 | · | -1 | -2 | ·
COc1ccccc1NC(=O)CN1CCN(CC(=O)Nc2cc(NC(C)=O)ccc2OC)CC1
  -2 | -2 | -2 | -3 | 0 | 2 | 2 | -1 | -8[fluorescence artefact?]
COc1ccc(C)cc1-n1nnnc1SCC(=O)c1cc(C)n(Cc2ccco2)c1C
  -16 | 8 | -3 | 7 | 6 | 2 | 0 | -12 | 2
CC(C)(C)Nc1nc(N2CCCC2)nc(N2CCCC2)n1
  -3 | -5 | -3 | 2 | 0 | 13 | 28 | 2 | 1
CC(=O)Nc1nonc1-c1nc2ccccc2n1Cc1ccccc1
  1 | -12 | 2 | 6 | 0 | 15 | -1 | -8 | 4
Cc1ccc(-c2n[nH]c(=S)n2/N=C/c2ccc(C)o2)cc1
  -1 | 6 | -2 | 5 | 1 | -1 | 17 | 11 | -2
CCOc1ccccc1Nc1cc(C)nc2nnnn12
  -11 | 4 | -2 | 1 | 21 | 12 | 3 | -2 | -1
Cc1cccn2c(NCc3ccc4c(c3)OCO4)c(-c3ccc(O)cc3)nc12
  -14 | -5 | 3 | 4 | 1 | 5 | 1 | -6 | -8
CCOc1ccc(CNC(=O)C2CCN(S(=O)(=O)CC)CC2)cc1OC
  -6 | -4 | -2 | -7 | 1 | 5 | · | 1 | 3
NNC(=O)CSc1nc(-c2ccccc2)cn1-c1ccccc1
  5 | -1 | 3 | -3 | 17 | 9 | 3 | 1 | -1
CCN(CC)C(=O)CSc1nnc(-c2ccco2)n1Cc1ccco1
  1 | -11 | 0 | 7 | 1 | -26 | 10 | 4 | -5[fluorescence artefact?]
Cc1[nH]n(-c2ccccc2)c(=O)c1/C=N/N(c1ccccc1)c1ccccc1
  -4 | -8 | -1 | -4 | 20 | 5 | 2 | 1 | -21
CCC(C)(C)c1ccc(OCCCC[n+]2ccc(C)cc2)c(C(C)(C)CC)c1
  -4 | -6 | 0 | 3 | 25 | 5 | -1 | -2 | 20
C/C(Cn1cnc([N+](=O)[O-])n1)=N\NC(=O)c1cccnc1
  -5 | -23 | -1 | -1 | 3 | 5 | 1 | -3 | -20[fluorescence artefact?]
CCCNC(=O)C1CCN(S(=O)(=O)c2ccc(-c3nn[nH]n3)cc2)CC1
  3 | -23 | -2 | 8 | 4 | 8 | 0 | 1 | 11[fluorescence artefact?]
CC(c1ccon1)N(C)C(=O)CCc1nnc(C2(c3ccc(Cl)cc3)CCC2)o1 (centres undefined)
  -2 | · | -1 | 0 | -16 | 6 | 1 | 1 | -4
Cc1cccc(OCC(=O)Nc2ccc(N3CCCC3)cc2)c1C
  3 | 0 | · | 8 | · | 16 | 0 | 1 | -6
CC(C(=O)NC1CC1)c1ncc(C(F)(F)F)cc1Cl (centres undefined)
  -7 | -1 | -2 | 10 | -33 | 6 | 1 | 2 | -2
CCOC(=O)CC(NS(=O)(=O)c1ccc(OC)c(OC)c1)c1cccc([N+](=O)[O-])c1 (centres undefined)
  -3 | -14 | -3 | 9 | 6 | 11 | -3 | -11 | 2
CC(C)c1ccc(C(=O)NCCCN2CCN(CCCNC(=O)c3ccc(C(C)C)cc3)CC2)cc1
  -9 | -14 | 0 | -2 | -2 | 5 | -2 | 1 | -12
O=C1CCN=C(Nc2ccc(F)cc2)N1Cc1ccccc1
  2 | 1 | 0 | 0 | -1 | 5 | 2 | -7 | 46
CC(=O)c1cnn(-c2ccc(Cl)c(Cl)c2Cl)c1C
  -1 | 1 | 1 | 8 | -2 | 3 | 1 | -6 | 0
CCCN(CCC)CCNC(=O)C1CC(=O)N(c2ccc(OC)cc2)C1c1ccc(OC)cc1 (centres undefined)
  -2 | -21 | 0 | -6 | -1 | 2 | · | 4 | -1
Brc1ccc(-c2nnc3n2-c2ccccc2CC3)cc1
  7 | -3 | 3 | 7 | -4 | 15 | -1 | 1 | -9
CCCCCn1c(=O)c(C(=O)c2ccccc2)nc2ccccc21
  -3 | 16 | -2 | -11 | 2 | 1 | · | -4 | -5[fluorescence artefact?]
O=S(=O)(/N=C(\c1ccc(Cl)cc1)N1CCOCC1)c1ccccc1
  -6 | -20 | -2 | 6 | 3 | 10 | 0 | -2 | -12
Cc1ccc2c(c1)c(-c1ccccc1)nc1nncn12
  -5 | -2 | -1 | 0 | 3 | 10 | 4 | 0 | 5
COC(=O)c1ccsc1NC(=O)CSc1nnnn1Cc1ccccc1
  -11 | 9 | -1 | -12 | 1 | -4 | -5 | 1 | 3
COc1cccc(NC(=O)CN(C)C(C)C(=O)Nc2ccc(S(=O)(=O)N3CCCC3)cc2)c1 (centres undefined)
  -5 | 1 | 4 | -3 | -6 | 3 | 1 | -3 | 2
N#Cc1ccccc1NC(=O)c1cccc(COc2ccc(Cl)cc2Cl)c1
  -12 | -15 | 2 | 3 | 3 | 8 | -2 | 1 | -1[fluorescence artefact?]
CC(=O)Nc1ccc(N2C(=O)CSC2c2ccc(F)cc2)cc1 (centres undefined)
  3 | -6 | -2 | 3 | -3 | 16 | 1 | 0 | 1
